# Lipid storage S3: qHTS Assay for Lipid Storage Modulators in Drosophila S3 Cells. Drosophila S3 cells, BODIPY lipid droplet fluorescence, 18-24 h; cells fed with added oleic acid. AID 2685. 320,000 compounds, 0.64% hits. Potency in µM for hits, for the others lipid storage change, negative = inhibition, % at the top dose, mostly 46.1 µM; active = well fitted inhibition curve with a large enough effect in the signal ratio, with a control signal flat, not every such curve was filed as active; inconclusive = small, poorly fitted or top-dose-only effect, or effect the other way, or a change in a side signal; the % refers to the signal ratio
#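 Drosophila S3 cells loaded with oleic acid (400 uM, as added) and compounds at several concentrations; lipid droplets imaged by 488-nm laser-scanning cytometry, 500–530 nm intensity and object ratio to cell channel. Percent activity normalized to 20 uM Triacsin C.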
# Lipid storage S3 cell count max: further read-out of Lipid storage S3, marked with its call; cell number change, %; measured here: cell count max response;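 cells counted by Cell Tracker Red CMTPX staining in the red channel; peak over a dose series mostly up to 46.1 µM; percent activity relative to internal control wells on each plate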
# Starred values were filed as active, the others as inactive; i = inactive; ? = inconclusive; . = no result given; & = joins results of further samples. % is set by controls: 0 for no effect and ±100 for the full control effect; potency is the fitted concentration of half-maximal effect. A portion of the library; count on the stated rates, not on these rows.
# The opening two compounds, to show the layout:
SMILES,Lipid storage S3,Lipid storage S3 cell count max
COC1=C(C)C(=O)O[C@]12C(=O)C(C)=C1CCCCN3[C@H]([C@@H]4C[C@H](C)C(=O)O4)CC[C@]132,i,13
O=C1NC(=O)N(c2ccc(Br)cc2)C(=O)/C1=C/c1ccsc1,-19%,.

# All compounds of this part (from the top)
SMILES,Lipid storage S3,Lipid storage S3 cell count max
COC1=C(C)C(=O)O[C@]12C(=O)C(C)=C1CCCCN3[C@H]([C@@H]4C[C@H](C)C(=O)O4)CC[C@]132,i,13
O=C1NC(=O)N(c2ccc(Br)cc2)C(=O)/C1=C/c1ccsc1,-19%,.
CC(C)(C)C(=O)Nc1ccc(S(=O)(=O)N2CC3CC(C2)c2cccc(=O)n2C3)cc1 (stereo not given),?,.
Cc1nn(C2CCOC(C)(C)C2)c2c1C(c1ccc3c(c1)OCO3)SCC(=O)N2 (stereo not given),5%,-11
O=C(CCc1nc(-c2ccccc2F)no1)N1CCC2(CC1)OCCO2,?,.
c1ccc(C2CC3CC4(CCCC4)N2O3)cc1 (stereo not given),?,.
Cc1ccc2c(c1)C1CN(C)CCC1N2C(=O)Cn1cnc2c1c(=O)n(C)c(=O)n2C (stereo not given),?,.
O=P1(Oc2ccccc2)OCCCS1 (stereo not given),-6%,14
COc1ccc(C(=O)C2CCCN(C3CSCCSC3)C2)c(OC)c1 (stereo not given),-17%,-17
Cc1ccnc(-n2c(-c3ccccc3)nc3ccccc3c2=O)c1,9%,.
COc1ccc(C(=O)c2nc3ccccc3n2C(C)C)cc1,?,.
C[n+]1ccc(-c2ccccc2)c2ccccc21,5%,-11
CCCCC1(CN2CCCC2=O)C(=O)NC(=O)NC1=O,8%,0
CCOC(=O)CSCCOc1ccc(C=C2C(=O)NC(=O)NC2=O)cc1OC,-7%,-22
CC(=NCCN1CCCCC1)c1c(O)n(-c2ccccc2)c(=O)[nH]c1=O,17%,.
Cc1cc(=O)oc2cc(OCC(=O)N3CCN(Cc4ccc5c(c4)OCO5)CC3)ccc12,i,.
c1ccc2nc(N3CCNCC3)ccc2c1,?,.
CCOC(=O)C1=C(N)Oc2cc(C)oc(=O)c2C12C(=O)N1c3c(cccc32)C(C)CC1(C)C (stereo not given),?,.
Cc1ccccc1N1C(=O)NC(=O)/C(=C/c2ccc(N3CCOCC3)o2)C1=O,-9%,6
O=C(NCCN1CCOCC1)c1ccc(Cl)nc1Cl,?,.
COC(=O)[C@@H]1[C@@H](C(=O)OC)C2(c3ccccc3-c3ccccc32)N(c2ccc(Cl)cc2)N1C#N,?,.
CCC(=O)c1cc(F)c(N2CCN(CC)CC2)cc1C,?,.
CCN1/C(=C\C=C\C2=[N+](CC)c3ccccc3C2(C)C)C(C)(C)c2ccccc21,?,.
O=[N+]([O-])c1ccccc1CCl,-7%,-4
c1ccc2c(CN3CCCCCC3)c[nH]c2c1,-12%,1

# Six entries out of the list, arranged by count of non-hydrogen atoms, low to high.
SMILES,Lipid storage S3,Lipid storage S3 cell count max
c1ccc2c(CN3CCCCCC3)c[nH]c2c1,-12%,1
O=C1NC(=O)N(c2ccc(Br)cc2)C(=O)/C1=C/c1ccsc1,-19%,.
CC(=NCCN1CCCCC1)c1c(O)n(-c2ccccc2)c(=O)[nH]c1=O,17%,.
Cc1nn(C2CCOC(C)(C)C2)c2c1C(c1ccc3c(c1)OCO3)SCC(=O)N2 (stereo not given),5%,-11
Cc1cc(=O)oc2cc(OCC(=O)N3CCN(Cc4ccc5c(c4)OCO5)CC3)ccc12,i,.
CCOC(=O)C1=C(N)Oc2cc(C)oc(=O)c2C12C(=O)N1c3c(cccc32)C(C)CC1(C)C (stereo not given),?,.

# Next section.
SMILES,Lipid storage S3,Lipid storage S3 cell count max
CC(C)(C#CC(=O)O)OOC(c1ccccc1)(c1ccccc1)c1ccccc1,?,.
Cc1cc(N2CCN(C)CC2)nc2ccccc12,3%,22
C[C@@H]1O[C@@H](O[C@H]2C[C@@H](O)[C@]3(CO)[C@H]4[C@H](O)C[C@]5(C)[C@@H](C6=CC(=O)OC6)CC[C@]5(O)[C@@H]4CC[C@]3(O)C2)[C@H](O)[C@H](O)[C@H]1O,0%&-1%,-15&8
BrCC1C[n+]2c(SCc3ccccc3)nc3sc4c(c3c2O1)CCCC4 (stereo not given),25%,22
O=P(NS(=O)(=O)c1ccc(Br)cc1)(Oc1ccccc1)Oc1ccccc1,?,.
CCOC(=O)c1cc(C)sc1/N=C/C1C(=O)NC(=S)NC1=O,?,.
CC1CCN(CC(=O)c2cccc(C(F)(F)F)c2)CC1,?,.
COC(=O)C1=C(c2cccc(C#N)c2)C[C@@H]2CC[C@H]1N2C(=O)NCCOc1ccc(OC)cc1,?,.
CCN1CCN(S(=O)(=O)c2ccc(Cl)nc2)CC1,19%,8
COc1ccc(OC)c([C@@H](O)[C@H](C)NC(C)(C)C)c1,?,.
ON1C2CCCCC2N(O)C1c1ccccc1 (stereo not given),i,.
COc1cccc(C(=O)C2CCCN(Cc3ccc(F)cc3)C2)c1 (stereo not given),?,.
CN1C(=O)C(Cc2c[nH]c3ccccc23)C(=O)N(C)C1=O,?,.
CCOC(=O)c1ccc(N=C(c2ccccc2)c2c(O)n(C)c(=O)n(C)c2=O)cc1,0%,1
O=c1[nH]c(=S)[nH]c(O)c1/C=N/N1CCOCC1,-7%,-4
CCc1ccc(-c2nn(Cc3ccccc3)cc2C=O)cc1,?,.
COc1ccc(OCC(=O)N2CCN(Cc3c[nH]c4ccccc34)CC2)cc1,22%,-21
COC(=O)C(O)(c1c(C)[nH]c2ccccc12)C(F)(F)F (stereo not given),?,.
O=C(N/N=C/c1c(O)n(Cc2ccc(F)cc2)c(=O)[nH]c1=O)c1ccccc1,6%,-7
COc1ccc(CCn2c(O)c(C=NC3CC3)c(=O)[nH]c2=O)cc1OC,7%,-11
CN1CCN(C(=O)OC2c3nccnc3C(=O)N2c2ccc(Cl)cn2)CC1 (stereo not given),2%,-7
Cc1cccc(C#N)c1,?,.
OC12Oc3ccccc3C=C1N1CCC2CC1 (stereo not given),0%,-1
CCn1cc(C(=O)c2cccs2)c2ccccc21,i,.
CCC[N+]12CCC(CC1)C(=C(c1ccccc1)c1ccccc1)C2,?,.

# As a short view, part of the list above:
SMILES,Lipid storage S3,Lipid storage S3 cell count max
COc1ccc(OC)c([C@@H](O)[C@H](C)NC(C)(C)C)c1,?,.
ON1C2CCCCC2N(O)C1c1ccccc1 (stereo not given),i,.
COc1cccc(C(=O)C2CCCN(Cc3ccc(F)cc3)C2)c1 (stereo not given),?,.

# Record cards, from the list above. Values in the order: Lipid storage S3	Lipid storage S3 cell count max
# `Cc1cccc(C#N)c1` as listed: ?	.
# `CN1C(=O)C(Cc2c[nH]c3ccccc23)C(=O)N(C)C1=O` as listed: ?	.
# `CC(C)(C#CC(=O)O)OOC(c1ccccc1)(c1ccccc1)c1ccccc1` as listed: ?	.
# `C[C@@H]1O[C@@H](O[C@H]2C[C@@H](O)[C@]3(CO)[C@H]4[C@H](O)C[C@]5(C)[C@@H](C6=CC(=O)OC6)CC[C@]5(O)[C@@H]4CC[C@]3(O)C2)[C@H](O)[C@H](O)[C@H]1O` as listed: 0%&-1%	-15&8
# `CCc1ccc(-c2nn(Cc3ccccc3)cc2C=O)cc1` as listed: ?	.

# (cont.)
SMILES,Lipid storage S3,Lipid storage S3 cell count max
CC1CCCC(C2(O)C(=O)Nc3ccccc32)C1=O (stereo not given),?,.
Cc1cc(OCC(=O)NC(Cc2ccc(Cl)cc2)C(=O)O)c2c3c(c(=O)oc2c1)CCC3 (stereo not given),-12%,18
CCn1ccnc1CN1CCCC(C(=O)c2ccc(SC)cc2)C1 (stereo not given),-1%,-11
O=[N+]([O-])c1ccc(CN2CC=C(c3ccccc3)CC2)cc1,?,.
COc1cc2c(c(OC)c1OC)-c1ccc(O)c(=O)cc1[C@@H](N)CC2,?,.
CCN(CC)c1ccc(CNCCc2ccc(F)cc2)cc1,?,.
CCCCCCn1c(=O)c(C(=O)Nc2nc(CC(=O)OCC)cs2)c(O)c2ccccc21,-6%,6
NNC(=O)c1nc[nH]c1C(=O)Nc1ccc(Cl)cc1C(=O)c1ccccc1,-20%,-4
CCCCn1c(O)c(/C=N/NC(=O)c2ccncc2)c(=O)[nH]c1=S,-1%,6
Cn1ccnc1P(=S)(c1nccn1C)c1nccn1C,?,.
CCOP(=O)(OCC)C(NCc1ccccc1)c1ccc(Br)cc1 (stereo not given),?,.
N#CCN1CCN(c2ccc(C(F)(F)F)cc2)CC1,-4%,.
O=C(Nc1ccc(Cl)cc1C(=O)c1ccccc1)c1ccco1,2%,17
Cc1ccc(-n2c(O)c(C=NCCN(C)C)c(=O)[nH]c2=O)cc1,-5%,-9
O=C1NC(c2cccnc2)Nc2sc3c(c21)CCCC3 (stereo not given),7%,-1
C[N+](C)(C)c1ccccc1,?,.
Cn1c(=O)cc(OCC(=O)N2CCN(C3CCCCC3)CC2)c2ccccc21,?,.
COc1cc(C(O)P(=O)(OC2CCCCC2)c2ccc(N(C)C)cc2)cc(OC)c1OC (stereo not given),?,.
CN1CCCC(C(=O)c2ccc(-c3ccccc3)cc2)C1 (stereo not given),-3%,19
CN(C)C(CNC(=O)Cc1c(Cl)cccc1Cl)c1ccccc1 (stereo not given),?,.
CN(C)C(=O)Oc1c(Cl)cc(Cl)c2cccnc12,4%,0
CC12CN3CC(C)(CN(C1)C31CCSCC1)C2=O,-8%,-6
CN1C(=O)NC(=O)/C(=C/c2ccc([N+](=O)[O-])o2)C1=O,i,.
CCC(=O)Nc1ccc(N2CCN(CC)CC2)c(Cl)c1,?,.
O=c1[nH]c2ccccc2o1,4%,1
# Following part.
SMILES,Lipid storage S3,Lipid storage S3 cell count max
C[C@@H]1C(=O)O[C@@H]2[C@H](O)C34[C@@H]5OC(=O)C3(O[C@H]3OC(=O)[C@H](O)C34[C@H](C(C)(C)C)[C@H]5O)[C@@]12O (stereo not given in full),4%,8
COP(=O)(CC(=O)O)c1ccccc1 (stereo not given),?,.
CCCCC1C(=O)NC(=S)NC1=O,2%,1
CNC(C(=O)c1ccccc1)C(OC(C)C)c1ccc(Cl)cc1 (stereo not given),-10%,4
COc1ccc(/C=C2/C(=O)NC(=O)N(Cc3ccco3)C2=O)cc1,?,.
Cc1ccccc1N1C(=O)CC(=O)NC1=O,?,.
Cc1cc(OC(=O)N(C)C)nc(SCc2c(Cl)cccc2Cl)n1,?,.
Cc1nonc1OCCNc1ccc([N+](=O)[O-])c2cccnc12,?,.
CCCNC(=O)c1c(N)n(Cc2ccc3c(c2)OCO3)c2nc3ccccc3nc12,i,.
CCOCCCn1c(N)c(C(=O)Nc2sc3c(c2C(=O)OC)CCCC3)c2nc3ccccc3nc21,?,.
Cc1cc(N2CCCCC2)ccc1C=C1C(=O)N(C)C(=S)N(C)C1=O,-16%,-7
CN(C)C(=O)Oc1noc2cc(Cl)ccc12,-3%,16
Cc1cc(C)cc(OCCOc2cccc(C=C3C(=O)NC(=O)NC3=O)c2)c1,?,.
C=C1C(=O)O[C@@H]2C[C@@H](C)[C@@H]3C=CC(=O)[C@@]3(C)[C@@H](O)[C@H]12,?,.
CCN1C(=O)C(=C/C=C/c2ccco2)C(=O)N(CC)C1=S,2%,-8
Cn1c(=O)c2c(nc(N/N=C/c3c(O)n(-c4ccccc4)c(=S)[nH]c3=O)n2C)n(C)c1=O,12%,1
CCNC(=O)NC(=O)C(C)OC(=O)c1c(C)nn(Cc2ccccc2)c1Cl (stereo not given),-9%,19
COc1ccc(N2C(=O)NC(=O)/C(=C/c3ccc(N4CCOCC4)cc3)C2=O)cc1,?,.
CCOC(=O)c1c(N)n(CCCOC(=O)c2ccco2)c2nc3ccccc3nc12,?,.
CCOC(=O)C(O)(c1ccc(NC(=O)c2ccco2)c(OC)c1)C(F)(F)F (stereo not given),i,11
COC(=O)C1=C(c2ccc(C(C)=O)cc2)C[C@@H]2CC[C@H]1N2C(=O)NC1Cc2ccccc2C1,?,.
Cc1nn(CCC#N)c2c1P(=S)(N1CCCC1)OC(c1ccc(F)cc1)=N2 (stereo not given),?,.
Cc1nn(-c2ccccc2)c(Cl)c1C1C(C#N)=C(N)Oc2c1c(=O)oc1ccccc21 (stereo not given),?,.
CCC1(c2ccc(-c3ccccc3)cc2)C(=O)NC(=O)NC1=O,-5%,-11
COc1cc(C(c2c(O)c3ccccc3oc2=O)c2c(C)n(C)n(-c3ccccc3)c2=O)ccc1O (stereo not given),0%,-11
# (list continues)
SMILES,Lipid storage S3,Lipid storage S3 cell count max
Cn1c(O)c(C(=Nc2ccccc2)SCc2ccc(Cl)cc2)c(=O)n(C)c1=O,?,.
CCCCCP(=O)(O)c1ccccc1,-6%,1
CNC(=O)OCCc1nccn1C,-7%,1
Cc1ccc(S(=O)(=O)NC(CC(=O)N2CCC3(CC2)OCCO3)c2ccco2)cc1 (stereo not given),i,.
O=c1c2ccccc2nc(-c2ccc(Cl)cc2Cl)n1-c1nccs1,16%,0
CCOC(=O)c1ccc(S(=O)(=O)n2c(=O)oc3ccccc32)cc1,21µM*,-9.9*
CCCCC(CC)COCCCN=Cc1c(O)[nH]c(=S)[nH]c1=O (stereo not given),11%,6
CCN1C(=O)CC(c2cccnc2)=Nc2ccccc21,11%,-9
O=C1NC(=O)C(=Cc2ccccc2OCCOc2ccc([N+](=O)[O-])cc2)C(=O)N1,?,.
COC(=O)C1=C(c2ccc(F)cc2OCc2ccccc2)C[C@@H]2CC[C@H]1N2C,5%,.
Cc1ccc2cccc(OC(=O)N3CCCC3)c2n1,-10%,-8

# Bioassay records as filed in PubChem BioAssay.
